tim23-1 inh = growth inhibitors of tim23-1 mutant yeast, primary screen, luminescence, uHTS. S. cerevisiae tim23-1 growth, BacTiter-Glo luminescence, 24 h. inhibition, % at 20 µM. 330,000 tested, 1.3% active. AID 463212, 2010;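 active means growth inhibition of the mutant yeast at or above 50%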;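 further: temperature-sensitive mutant grown at 25 °C; plate controls were DMSO-treated mutant yeast for no effect and medium wells lacking yeast for full effect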
TIM10 inh = growth inhibitors of isogenic TIM10 control yeast, primary screen, counter-screen for tim10-1 yeast inhibitor project, luminescence, uHTS; S. cerevisiae TIM10 strain growth, BacTiter-Glo luminescence, 24 h; inhibition, % at 10 µM; 330,000 tested, 1.4% active;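 active means inhibition of 40% or more at the single tested concentration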;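 further: wild-type TIM10 isogenic control strain grown at permissive 25 °C; 0% = DMSO yeast wells and 100% = minimal medium wells without yeast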
APJ ag = agonists of human apelin receptor APJ, primary screen, CHO-K1 cells, PathHunter beta-arrestin, luminescence | P35414 | 0% DMSO wells, 100% apelin | activation, % at 20 µM | 330,000 tested, 0.11% active;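 active means activation more than six SD over the plate average, tested at 20 µM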;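 further: 0% = DMSO alone and 100% = apelin-13 at 10 nM; some results filed as inactive read as strong as hits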
Target sequence (P35414 whole entry, looked up): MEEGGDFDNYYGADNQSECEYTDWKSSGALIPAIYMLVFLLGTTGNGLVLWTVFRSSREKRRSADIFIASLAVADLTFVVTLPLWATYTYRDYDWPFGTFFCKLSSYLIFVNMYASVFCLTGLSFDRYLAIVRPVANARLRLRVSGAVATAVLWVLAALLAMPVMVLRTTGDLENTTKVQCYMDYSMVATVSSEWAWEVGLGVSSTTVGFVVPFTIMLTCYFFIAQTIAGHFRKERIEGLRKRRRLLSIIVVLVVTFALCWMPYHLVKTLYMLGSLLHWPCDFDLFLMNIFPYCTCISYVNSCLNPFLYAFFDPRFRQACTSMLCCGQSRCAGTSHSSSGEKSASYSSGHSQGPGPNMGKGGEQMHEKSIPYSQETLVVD
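Assay system: CHO-K1 cells stably expressing ProLink-tagged human APJ and arrestin–beta-gal acceptor. Compound dosing: 20 µM single point, 1% DMSO. Times: 16-18 h seeding, 90 min dark compound exposure, 60 min detection. Detection: beta-gal luminescence. Evaluation: APJ–arrestin association signal. Controls: negative DMSO alone, positive Apelin-13 at 10 nM.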
MPTP inh = mitochondrial permeability transition pore inhibitors, primary screen, biochemical, isolated mouse mitochondria, absorbance; Ca2+ swelling absorbance, 30 min; inhibition, % at 10 µM; 360,000 tested, 1.4% active; AID 602449, 2012;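 active means inhibition of 50% or more, scaled per plate between neutral and stimulator controls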;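 further: 0% = DMSO wells given calcium and 100% = 1 mM EGTA wells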
tim10-1 inh = growth inhibitors of tim10-1 mutant yeast, primary screen, luminescence, uHTS | S. cerevisiae tim10-1 ts strain growth, BacTiter-Glo, 24 h | inhibition, % at 20 µM | 330,000 tested, 2.2% active;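 active means inhibition of at least 40%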;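 further: mutant grown at 25 °C; 0% = DMSO wells with yeast and 100% = wells holding no yeast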
APJ antagonist = antagonists of human apelin receptor APJ, primary screen, CHO-K1 cells, beta-arrestin complementation, luminescence; P35414; inhibition, % at 20 µM; 330,000 tested, 0.32% active; AID 2521, 2010;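 active means inhibition above about 40% at 20 µM, limit read from the data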;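 further: cells challenged with 10 nM apelin-13 agonist together with compound; plate controls were apelin-13 plus DMSO wells for no effect and DMSO wells lacking apelin-13 for full effect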
GRIN3A LBD mod = binders of NR3A ligand-binding domain, primary screen, biophysical, differential scanning fluorimetry, uHTS. 340,000 tested, 2.5% active. Tm shift relative to glycine control, % at 25 µM. Glutamate receptor ionotropic, NMDA 3A (GRIN3A) ligand-binding domain. NR3A LBD differential scanning fluorimetry, Tm shift; 0% = protein alone, 100% = glycine-bound protein;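 active means melting temperature shift of at least 10% of the positive control shift, at one fixed dose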
beta cell repl = inducers of MIN6 beta-cell proliferation, primary screen, ATP luminescence, uHTS; AID 2380, 2010; proliferation, % at 10 µM; MIN6 cells proliferation, ATPlite luminescence, 48 h; cells starved in 0.2% serum; 100% = growth in 10% serum; 330,000 tested, 0.29% active;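 active means compounds whose signal lies at least 3.5 SD above the mean of all wells on their plate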;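 further: 0% = DMSO-treated cells in low-serum medium and 100% = 10% serum control; some compounds called inactive have numbers as strong as hits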
NALP3 yeast inh = NALP3 inflammasome inhibitors in reconstituted yeast, primary screen, luminescence, uHTS; 330,000 tested, 0.39% active; Yeast reconstituted NLRP3/ASC/caspase-1, beta-gal luminescence, 24 h; AID 2825, 2010; inhibition, % at 10 µM;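 active means inhibition of 50% or more; inactive means inhibition below 50%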;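 further: plate controls were induced DMSO wells for no effect and uninduced yeast grown without galactose for full effect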
Active calls of the source: *.

1: Cc1cc(=O)n(Cc2ccc(OC(C)C)cc2)c(=S)[nH]1
2: Cc1cccc(NC(=O)CSCC(=O)N2CCCc3ccccc32)c1
3: C=CCn1c(SCC(=O)N2CCc3ccccc3C2)nc2sc(C)c(C)c2c1=O
4: CC(C)(C)C1=C(C#N)C(c2cccnc2)C(C#N)=C(N)O1 (stereo unspecified)
5: O=C(NCC(=O)N(Cc1cccs1)C(C(=O)NC1CCCCC1)c1ccncc1)c1ccco1 (stereo unspecified)

Assay by compound | 1 | 2 | 3 | 4 | 5
tim23-1 inh | 31 | 20 | 1 | 25 | 15
TIM10 inh | -5 | 12 | -19 | 22 | 11
APJ ag | -1 | -7 | -4 | -4 | 0
MPTP inh | 0.1 | 3.2 | 6.9 | -0.1 | 14
tim10-1 inh | 21 | 6 | -20 | 12 | 13
APJ antagonist | -18 | 8 | 2 | -6 | -2
GRIN3A LBD mod | 0 | 1 | -5 | 1 | -2
beta cell repl | -1 | -2 | -4 | 0 | 3
NALP3 yeast inh | 16 | 12 | 16 | 9 | 12

6: O=C(Nc1ccccc1)N1CCC(n2c(=O)[nH]c3ccccc32)CC1
7: COc1ccc(C2C3=C(CC(C)(C)CC3=O)Nc3c2c(=O)n(C)c(=O)n3C)cc1OC (stereo unspecified)
8: OCC1CCCN1C(=S)Nc1ccccc1 (stereo unspecified)
9: CN1/C(=C\C(=O)c2ccco2)c2ccccc2CC1(C)C
10: COc1ccc(C(=O)C(C)[n+]2ccc(-c3nnc4n3CCCCC4)cc2)cc1 (stereo unspecified)

Assay by compound | 6 | 7 | 8 | 9 | 10
tim23-1 inh | -2 | -4 | -9 | 30 | 1
TIM10 inh | -8 | -1 | -14 | 1 | 7
APJ ag | 3 | -2 | -3 | -5 | -5
MPTP inh | 0.2 | 4.3 | -2.5 | -0.2 | 1.1
tim10-1 inh | -14 | -2 | 4 | 47* | -6
APJ antagonist | 29 | -2 | 20 | 10 | 3
GRIN3A LBD mod | -1 | -1 | 2 | 2 | 0
beta cell repl | -3 | 4 | 0 | -2 | -1
NALP3 yeast inh | 12 | 8 | 7 | 9 | -1

11: CCCCN(C)C(=O)c1ccc(S(=O)(=O)N2CCOCC2)cc1
12: CCCCOc1ccc(C(=O)N(Cc2ccccc2)C2CCS(=O)(=O)C2)cc1 (stereo unspecified)
13: CCN(CC)CCCNC(=O)C1c2ccccc2Oc2ccccc21
14: Fc1ccccc1Cc1noc(CN2CCN(c3ccc(Cl)cn3)CC2)n1
15: Cc1oc(-c2cccc(Cl)c2)nc1CN1CCC(C(=O)N2CCN(c3ccccc3F)CC2)CC1

Assay by compound | 11 | 12 | 13 | 14 | 15
tim23-1 inh | 5 | 26 | -14 | 2 | 3
TIM10 inh | -10 | 12 | -2 | 23 | 10
APJ ag | -1 | -4 | -7 | -1 | 2
MPTP inh | 0.5 | 0.9 | -1.0 | 0.3 | 11
tim10-1 inh | -4 | 16 | 5 | 21 | 3
APJ antagonist | 15 | 18 | -12 | -8 | 21
GRIN3A LBD mod | 0 | 6 | -2 | 1 | -4
beta cell repl | -1 | 1 | -1 | -3 | -7
NALP3 yeast inh | 19 | 13 | 9 | 7 | 33

16: COc1cc(/C=N/NC(=O)c2cc(-c3ccco3)nc3ccccc23)cc(OC)c1O
17: COC(=O)[C@@H](NC(=O)/C=C/c1ccc(OC)cc1)C(C)C
18: CC1CCCCC1NC(=O)COC(=O)c1cccn1C (stereo unspecified)
19: Cn1c(=O)c2c(nc(SCC(=O)NCC3CCCO3)n2C)n(C)c1=O (stereo unspecified)
20: COCCn1c(SCC(=O)Nc2nnc(C)s2)nnc1-c1ccoc1C

Assay by compound | 16 | 17 | 18 | 19 | 20
tim23-1 inh | -20 | 13 | -3 | -12 | -7
TIM10 inh | -5 | -8 | 0 | -9 | -2
APJ ag | 0 | -2 | -3 | -4 | -2
MPTP inh | 2.8 | -1.4 | -0.3 | -1.7 | -0.1
tim10-1 inh | -3 | -2 | -4 | -18 | -10
APJ antagonist | -3 | 1 | -6 | 14 | -3
GRIN3A LBD mod | 0 | 0 | 0 | 0 | -1
beta cell repl | -3 | -1 | 6 | 2 | 2
NALP3 yeast inh | -13 | -7 | 6 | -4 | 22

21: Cn1c(=O)c2ccccc2n(CC(=O)N2CCCc3ccccc32)c1=O
22: CCCC(=O)NCc1cc(-c2nn(C)c(=O)c3ccccc23)ccc1C
23: CC1CN(S(=O)(=O)c2ccc(C(=O)N(CCCN(C)C)c3nc4cc5c(cc4s3)OCCO5)cc2)CC(C)O1 (stereo unspecified)
24: COc1ccc(C(=O)N/C(=C\c2ccc(SC)cc2)C(=O)NCCCn2ccnc2)cc1OC
25: COc1ccc(N2CCN(C(=O)c3ccc4c(=O)n(Cc5ccc6c(c5)OCO6)c(=O)[nH]c4c3)CC2)cc1

Assay by compound | 21 | 22 | 23 | 24 | 25
tim23-1 inh | 11 | 7 | 35 | 5 | -5
TIM10 inh | -9 | 8 | 44* | -4 | -9
APJ ag | -5 | -9 | -1 | -5 | 5
MPTP inh | -0.1 | 0.4 | 0.6 | -0.6 | -0.4
tim10-1 inh | -1 | 12 | 54* | 8 | 2
APJ antagonist | 7 | 14 | 20 | -2 | 8
GRIN3A LBD mod | -5 | -2 | 0 | 0 | 0
beta cell repl | 0 | 1 | 0 | -2 | 2
NALP3 yeast inh | 22 | 3 | 12 | -5 | 9

26: COc1ccc(CN2CC(=O)N(c3ccccc3OC)C2=S)cc1OC
27: COc1cc(C(C)=O)ccc1OCC(O)Cn1nc(C)c(C(C)=O)c1C (stereo unspecified)
28: Cc1ccc(OCCn2cc(/C=C(\C#N)C(=O)NCC3CCCO3)c3ccccc32)cc1 (stereo unspecified)
29: COc1ccccc1C(=O)Nc1ccc(S(=O)(=O)Nc2nccs2)cc1
30: CCOC(=O)c1cnc2ccc(C)cc2c1NCCN1CCOCC1

Assay by compound | 26 | 27 | 28 | 29 | 30
tim23-1 inh | 26 | 8 | 25 | 6 | 4
TIM10 inh | 10 | 9 | 24 | -1 | -5
APJ ag | -3 | 7 | -4 | -1 | -4
MPTP inh | 1.7 | 0.0 | 2.3 | -0.9 | 0.4
tim10-1 inh | 23 | 3 | 16 | 13 | 16
APJ antagonist | 7 | -6 | 1 | 2 | -25
GRIN3A LBD mod | -2 | 0 | -6 | -1 | 1
beta cell repl | -5 | -3 | -2 | -1 | 2
NALP3 yeast inh | 3 | 9 | 20 | 5 | 10

31: COc1ccc(S(=O)(=O)Nc2ccc(CC#N)cc2)cc1
32: CS(=O)(=O)N1CCC(C(=O)Nc2ccc(C(N)=O)cc2)CC1
33: C=CCn1c(=O)c2ccccc2n2c(SCC(=O)O)nnc12
34: COc1ccc(Cl)cc1C(=O)Nc1ccc(S(N)(=O)=O)cc1
35: CCOC(=O)Cn1nc(C)cc1NC(=O)c1cc(OC)c(OC)c(OC)c1

Assay by compound | 31 | 32 | 33 | 34 | 35
tim23-1 inh | -2 | 10 | 7 | 11 | 4
TIM10 inh | 1 | 3 | 8 | -5 | 4
APJ ag | 2 | -3 | 1 | -3 | -4
MPTP inh | 0.1 | -0.4 | -1.0 | -0.5 | 0.7
tim10-1 inh | 17 | 7 | 11 | 4 | 9
APJ antagonist | -12 | 8 | -7 | 10 | 13
GRIN3A LBD mod | 3 | 3 | 1 | 8 | 0
beta cell repl | -2 | -5 | -3 | -2 | 0
NALP3 yeast inh | -4 | 10 | 0 | 6 | 5

The results go on.
| nr | mol | tim23-1 inh | TIM10 inh | APJ ag | MPTP inh | tim10-1 inh | APJ antagonist | GRIN3A LBD mod | beta cell repl | NALP3 yeast inh |
| --- | --- | --- | --- | --- | --- | --- | --- | --- | --- | --- |
| 36 | O=C(CC(c1ccco1)S(=O)(=O)c1ccccc1)c1ccccc1 (stereo unspecified) | 4 | -4 | -2 | 3.0 | 1 | -2 | -3 | -4 | -11 |
| 37 | O=C(NCCCCCCNC(=O)c1cccs1)c1cccs1 | -2 | -9 | -3 | 2.2 | 0 | -8 | -3 | -3 | 8 |
| 38 | Cc1cc(C(=O)N/N=C/c2ccncc2)c2ccccc2n1 | -5 | 13 | -1 | 0.1 | -7 | 3 | -2 | -2 | 8 |
| 39 | Cc1cc(N2CCN(C)CC2)nc2ccc(NC(=O)CCC(=O)NCCc3ccc(Cl)cc3)cc12 | 4 | 0 | 0 | -0.6 | 7 | -18 | -4 | -4 | 2 |
| 40 | CCn1c(SCC(=O)N/N=C/c2ccc(OC)c(OC)c2)nc2ccccc21 | 22 | 16 | 0 | 4.5 | 4 | 27 | -1 | 7.8* | 11 |
| 41 | COCC(=O)N1CCC(Oc2ccc(C(=O)N[C@H](C(=O)OC)C(C)C)cc2)CC1 | 3 | -3 | 0 | 1.3 | -11 | -20 | 5 | 0 | 14 |
| 42 | COc1ccc2oc(=O)c(C(=O)OCc3ccccc3)cc2c1 | 42 | 15 | 1 | 0.0 | 33 | 0 | -1 | 3 | 19 |
| 43 | O=C(c1ccccc1)N1C(=O)C(c2ccccc2)Oc2ccccc21 (stereo unspecified) | 80* | 33 | 1 | 2.6 | 39 | -7 | 2 | -4 | 45 |
| 44 | Nc1nnc(SCCN2C(=O)c3ccccc3C2=O)s1 | 7 | 7 | -4 | -1.8 | -8 | 0 | 1 | -3 | 6 |
| 45 | Cc1ccc(C(=O)NC(=S)NNC(=O)c2ccccc2O)cc1 | 14 | 24 | -3 | 4.9 | 6 | 6 | -5 | -1 | 53* |
| 46 | Nc1cc(=O)[nH]c(SCC(=O)NNC(=O)Cc2ccccc2)n1 | 0 | 16 | -3 | 0.8 | 4 | 12 | -1 | 1 | -2 |
| 47 | Cc1c(C(=O)OCCOC(C)C)[nH]c2c1C(=O)CC(c1ccco1)C2 (stereo unspecified) | 19 | 7 | -3 | -0.1 | 26 | -8 | 0 | -5 | 20 |
| 48 | COc1ccc(C(=O)Nc2cccc3c2CCCC3)cc1 | -2 | -13 | -4 | -2.5 | 6 | 12 | 1 | -2 | 43 |

Molecules from the list above that have two or more sulfur atoms, in the order listed:
| nr | mol | tim23-1 inh | TIM10 inh | APJ ag | MPTP inh | tim10-1 inh | APJ antagonist | GRIN3A LBD mod | beta cell repl | NALP3 yeast inh |
| --- | --- | --- | --- | --- | --- | --- | --- | --- | --- | --- |
| 3 | C=CCn1c(SCC(=O)N2CCc3ccccc3C2)nc2sc(C)c(C)c2c1=O | 1 | -19 | -4 | 6.9 | -20 | 2 | -5 | -4 | 16 |
| 20 | COCCn1c(SCC(=O)Nc2nnc(C)s2)nnc1-c1ccoc1C | -7 | -2 | -2 | -0.1 | -10 | -3 | -1 | 2 | 22 |
| 23 | CC1CN(S(=O)(=O)c2ccc(C(=O)N(CCCN(C)C)c3nc4cc5c(cc4s3)OCCO5)cc2)CC(C)O1 (stereo unspecified) | 35 | 44* | -1 | 0.6 | 54* | 20 | 0 | 0 | 12 |
| 29 | COc1ccccc1C(=O)Nc1ccc(S(=O)(=O)Nc2nccs2)cc1 | 6 | -1 | -1 | -0.9 | 13 | 2 | -1 | -1 | 5 |
| 37 | O=C(NCCCCCCNC(=O)c1cccs1)c1cccs1 | -2 | -9 | -3 | 2.2 | 0 | -8 | -3 | -3 | 8 |
| 44 | Nc1nnc(SCCN2C(=O)c3ccccc3C2=O)s1 | 7 | 7 | -4 | -1.8 | -8 | 0 | 1 | -3 | 6 |

Compound activity: PubChem BioAssay, Sanford-Burnham Center for Chemical Genomics
